Source: PubChem (several laboratories)
NCF1 inh: p47phox (human) inhibition | inhibition, % at 24.7 µM | AID 1274 | 220,000 compounds, 0.53% hits | p47phox/p22phox peptide binding, fluorescence polarization, 2 h | P14598;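 active = inhibition above about 30%, limit read from the data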;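 also: 0% = p47phox with labelled peptide and 100% = labelled peptide alone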
Runt-SMMHC FRET: blocks binding of human RUNX1 Runt domain to CBFb-SMMHC; Q01196+Q13951; 220,000 compounds, 0.74% hits; inhibition, % at 20 µM; AID 1434; Cerulean-Runt/Venus-CBFb-SMMHC FRET ratio 530/480, 1 h;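 active = mean inhibition across duplicate retests at 20 µM reaching about 50%, limit read from the data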;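 also: 0% = DMSO wells and 100% = wells with excess untagged CBFb-SMMHC; inhibitors lower the FRET ratio by blocking Runt binding to CBFb-SMMHC; some results filed as inactive read as strong as hits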
Mdm2 ligase inh: blocks human Mdm2 ubiquitin ligase activity; cell-based MDM2 ubiquitination luciferase reporter, 2 h; 0 = plate control, 100 = twice control, blank-subtracted; Q00987; signal enhancement, % at 5 µM; 210,000 compounds, 0.11% hits; AID 1230;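 active = signal enhancement of 30% or more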;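 also: luminescence tracks abundance of the self-degrading MDM2-luciferase fusion protein; higher signal means inhibition of MDM2 E3 ligase activity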
Target sequence (Q00987 whole entry, looked up, the tested form may be a part): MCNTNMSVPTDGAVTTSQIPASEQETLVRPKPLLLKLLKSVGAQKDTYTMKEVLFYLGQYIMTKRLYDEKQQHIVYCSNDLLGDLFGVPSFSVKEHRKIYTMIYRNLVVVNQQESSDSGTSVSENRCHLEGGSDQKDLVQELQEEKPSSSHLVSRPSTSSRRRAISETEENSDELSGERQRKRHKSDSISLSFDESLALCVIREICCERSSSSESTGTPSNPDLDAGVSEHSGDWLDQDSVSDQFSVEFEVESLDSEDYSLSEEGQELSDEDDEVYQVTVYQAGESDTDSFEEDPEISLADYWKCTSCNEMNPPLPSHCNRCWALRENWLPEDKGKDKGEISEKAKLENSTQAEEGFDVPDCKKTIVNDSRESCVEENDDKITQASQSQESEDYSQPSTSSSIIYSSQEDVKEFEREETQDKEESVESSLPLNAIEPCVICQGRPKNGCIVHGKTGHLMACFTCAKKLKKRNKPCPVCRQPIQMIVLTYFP
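Buffer or medium: Cells held in DMEM | Assay system: Stable mammalian line carrying autodegrading MDM2–luciferase fusion reporter | Quantity: 2000 cells/well | Times: 4 h settle plus 2 h compound, 37 °C | Doses: One concentration, 5 µM, with 0.2% DMSO | Technique: Luminescence with SteadyLite reagent, 15 min at room temperature | Benchmarks: Plate controls and plate blanks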
CHOP inh: inhibitors of CHOP induction in ER stress response; CHO-K1 CHOP-promoter luciferase, tunicamycin-induced, 15-18 h; inhibition, % at 10 µM; 220,000 compounds, 3.8% hits;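 active = compounds that reduced the stress-induced luciferase reporter signal by more than about 70% of percent inhibition, limit read from the data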;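 also: 0% = tunicamycin plus vehicle and 100% = wells without tunicamycin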
TRPML3 ag: agonists of human TRPML3 channel; Q8TDD5; HEK293 TRPML3-YFP, Fluo-8 calcium fluorescence; 100% = the carbachol control signal; activation, % at 3 µM; 220,000 compounds, 0.29% hits; AID 1448;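 active = activation above its plate's cutoff, the mean activation of the plate's test wells plus 3 SD, cut at about 12% in these data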;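 also: 0% = DMSO only wells and 100% = carbachol wells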
Target sequence (Q8TDD5 whole entry, looked up): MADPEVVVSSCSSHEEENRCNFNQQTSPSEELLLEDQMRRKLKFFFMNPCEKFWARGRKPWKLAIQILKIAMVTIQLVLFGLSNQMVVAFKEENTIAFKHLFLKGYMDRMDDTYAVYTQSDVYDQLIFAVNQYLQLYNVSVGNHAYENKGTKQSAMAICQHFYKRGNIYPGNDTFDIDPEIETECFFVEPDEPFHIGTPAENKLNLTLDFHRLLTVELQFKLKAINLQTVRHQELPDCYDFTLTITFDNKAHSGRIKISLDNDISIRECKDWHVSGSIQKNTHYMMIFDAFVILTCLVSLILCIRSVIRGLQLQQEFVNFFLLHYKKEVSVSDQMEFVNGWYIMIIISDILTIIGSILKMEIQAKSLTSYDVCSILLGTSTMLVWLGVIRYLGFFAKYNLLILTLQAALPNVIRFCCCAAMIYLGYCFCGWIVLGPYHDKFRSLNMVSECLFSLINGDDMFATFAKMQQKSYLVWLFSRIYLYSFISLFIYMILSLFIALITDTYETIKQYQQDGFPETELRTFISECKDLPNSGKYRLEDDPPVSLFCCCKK
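Test system – HEK293 line with stable expression of human TRPML3-YFP channel · Control set – carbachol 87 µM final as high control (100%), DMSO as low control (0%) · Signal – Fluo-8 calcium dye fluorescence, ex 470-495, em 515-575 nm · Incubation – 1-h 37 °C dye load, 5-s basal, 120-s post-compound reads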
PPC-1+TRAIL kill: PPC-1 cancer cell killing with TRAIL present; 220,000 compounds, 0.41% hits; PPC-1 cells + TRAIL, ATPLite viability luminescence; cell killing (% activity), % at 4 µM;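 active = cell killing above 50% in the first pass at 4 µM, then a duplicate retest at 5 µM averaging 50% or more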;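 also: plate controls were cells with TRAIL plus DMSO for no effect and medium-only wells lacking cells for full effect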
EBV gp42 block: inhibitors of Epstein-Barr virus glycoprotein 42; Fluorescence polarization binding assay, mP read-out; inhibition, % (tested at 21.74 µM); AID 1085; 220,000 compounds, 0.42% hits; in the data active = inhibition above about 50%
TNF necrop inh: TNF-alpha cell death inhibition in Jurkat FADD-/- cells; Jurkat FADD-/- TNF necroptosis rescue, ATP luminescence, 24 h; 0 = TNF only, 100 = no-TNF cells; activation (protection from cell death), % at 10 µM; 220,000 compounds, 0.068% hits; AID 463075;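 active = activation, meaning protection from cell death, of at least 50% relative to plate controls; inactive = activation below 50%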;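 also: necroptosis triggered by 40 ng/mL TNF-alpha added together with compound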
TRPN1 ag: activates the zebrafish TRPN1 channel; HEK293 zebrafish TRPN1-YFP, Fluo-8 calcium fluorescence; 100% = response to 87 µM carbachol; activation, % at 3 µM; 220,000 compounds, 0.18% hits;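 active = activation above its plate's cutoff, the mean activation of test wells on that plate plus 3 SD, cut at about 19% in these data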;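 also: 0% = DMSO alone and 100% = 87 µM carbachol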
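Material: zebrafish TRPN1-YFP in HEK293 cells; Doses: single test compound dose, 3 µM nominal, 0.3% DMSO; Timing: dye loading 1 h at 37 °C, then 30 min room temperature; Technique: intracellular calcium fluorescence with Fluo-8; Benchmarks: high carbachol 87 µM, low DMSO alone.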
Starred values were filed as active, the others as inactive; · = no result given. The list is partial (hit frequency here may not be typical).

SMILES | NCF1 inh | Runt-SMMHC FRET | Mdm2 ligase inh | CHOP inh | TRPML3 ag | PPC-1+TRAIL kill | EBV gp42 block | TNF necrop inh | TRPN1 ag
O=C(Cn1ncc2ccccc21)N1CCC2(CC1)OCCO2 | 0 | 0 | -6 | 8 | 1.3 | 12 | -16 | -1.2 | -0.4
CC1CCC/C=C/C2CC(O)CC2C(O)/C=C/C(=O)O1 (stereo unspecified) | 0 | -5 | -4 | 14 | 1.4 | 57* | -12 | 3.9 | 0.8
CCCCn1c(=O)c(C(=O)NCc2ccncc2)c(O)c2ccccc21 | -13 | 2 | -11 | 51 | 1.1 | 23 | -11 | -5.6 | 0.8
CC/C(=N\NC(=O)Nc1ccccc1)c1c(O)n(Cc2ccccc2)c(=O)[nH]c1=O | -7 | -2 | -10 | 1 | 0.0 | 6 | -7 | 1.6 | -0.8
CCOC(=O)c1c(C)n(Cc2ccccc2)c2ccc(OCC(O)Cn3nc(C)nc3C)cc12 (stereo unspecified) | 2 | -1 | -6 | 36 | -0.5 | 1 | 3 | 0.0 | -0.8
OC12Oc3ccccc3C=C1N1CCC2CC1 (stereo unspecified) | -12 | 1 | -9 | -22 | 1.3 | 15 | -18 | -1.0 | 0.2
COc1ccc(C2N3CC(C)(C)CN23)cc1 (stereo unspecified) | -9 | -3 | -10 | -13 | 0.4 | 15 | -7 | 2.7 | 0.8
COc1ccc(C(=O)c2nc3ccccc3n2C(C)C)cc1 | -5 | -2 | -11 | 9 | -1.7 | -14 | 7 | -0.5 | -2.9
O=C(CN1CCN(Cc2ccc(Cl)cc2)C1=O)N1CCC2(CC1)OCCO2 | -9 | -2 | -34 | -30 | -0.8 | 12 | -20 | 0.2 | 0.8
O=C(CCS(=O)(=O)c1ccc(Br)cc1)N1CCC2(CC1)OCCO2 | 2 | -2 | -9 | -25 | 0.8 | 8 | 3 | 1.0 | 1.0
CC(=NCCN1CCCCC1)c1c(O)n(-c2ccccc2)c(=O)[nH]c1=O | -10 | -3 | · | -13 | 0.2 | 14 | -12 | 2.7 | 1.1
CCCCn1c(O)c(C(CC)=NCCN2CCOCC2)c(=O)[nH]c1=O | -13 | -6 | -8 | 11 | 0.2 | 24 | -21 | 2.5 | 0.2
O=[N+]([O-])c1ccc(-c2ccccc2)c([As](=O)(O)O)c1 | -8 | -1 | -14 | 7 | -0.4 | -4 | -12 | 1.9 | 0.6
C[N+]1(C)C2CCC1CC(OC(=O)c1ccccc1)C2 (stereo unspecified) | 1 | 3 | -12 | -10 | 0.6 | 12 | -29 | 1.2 | 1.9
CC1CN(c2ccc([N+](=O)[O-])cc2Cl)CCN1 (stereo unspecified) | -3 | 0 | -12 | 1 | 1.3 | 6 | -16 | 0.0 | 1.8

Some of the entries so far, with two lines to a compound:
Below each compound: NCF1 inh | Runt-SMMHC FRET | Mdm2 ligase inh | CHOP inh | TRPML3 ag | PPC-1+TRAIL kill | EBV gp42 block | TNF necrop inh | TRPN1 ag
CC/C(=N\NC(=O)Nc1ccccc1)c1c(O)n(Cc2ccccc2)c(=O)[nH]c1=O
  -7 | -2 | -10 | 1 | 0.0 | 6 | -7 | 1.6 | -0.8
CCOC(=O)c1c(C)n(Cc2ccccc2)c2ccc(OCC(O)Cn3nc(C)nc3C)cc12 (stereo unspecified)
  2 | -1 | -6 | 36 | -0.5 | 1 | 3 | 0.0 | -0.8
OC12Oc3ccccc3C=C1N1CCC2CC1 (stereo unspecified)
  -12 | 1 | -9 | -22 | 1.3 | 15 | -18 | -1.0 | 0.2
COc1ccc(C2N3CC(C)(C)CN23)cc1 (stereo unspecified)
  -9 | -3 | -10 | -13 | 0.4 | 15 | -7 | 2.7 | 0.8
COc1ccc(C(=O)c2nc3ccccc3n2C(C)C)cc1
  -5 | -2 | -11 | 9 | -1.7 | -14 | 7 | -0.5 | -2.9
O=C(CN1CCN(Cc2ccc(Cl)cc2)C1=O)N1CCC2(CC1)OCCO2
  -9 | -2 | -34 | -30 | -0.8 | 12 | -20 | 0.2 | 0.8
O=C(CCS(=O)(=O)c1ccc(Br)cc1)N1CCC2(CC1)OCCO2
  2 | -2 | -9 | -25 | 0.8 | 8 | 3 | 1.0 | 1.0

(next part)
SMILES | NCF1 inh | Runt-SMMHC FRET | Mdm2 ligase inh | CHOP inh | TRPML3 ag | PPC-1+TRAIL kill | EBV gp42 block | TNF necrop inh | TRPN1 ag
Cc1cccc(OCCn2cccc2/C=C2/C(=O)NC(=O)N(Cc3ccco3)C2=O)c1 | -61 | -14 | -16 | -32 | 0.7 | 14 | -5 | 1.0 | -1.7
O=c1c2ccccc2nc(CN2CCCCCC2)n1-c1ccc(F)cc1 | -7 | -1 | -19 | 18 | 0.1 | 16 | -11 | -1.9 | -0.7
CC(C)(C)c1ccc(O)c(CN2CCN(c3ccccc3)CC2)c1 | -11 | -4 | -5 | 0 | 0.5 | 21 | 4 | 0.8 | 0.7
C=CCn1c(O)c(C(CC)=Nc2ccc(N(C)C)cc2)c(=O)[nH]c1=O | 3 | 0 | -9 | 29 | 4.0 | 11 | -15 | -2.9 | 6.9
COc1ccc(/C=C2/C(=O)NC(=O)N(Cc3ccco3)C2=O)cc1 | -46 | 26 | -24 | -25 | 0.8 | 11 | 36 | -0.1 | -0.9
O=C1NC(=O)C(=Cc2coc3ccccc3c2=O)C(=O)N1 | -11 | -4 | -5 | 13 | 1.5 | 17 | 3 | -0.9 | 1.1
O=C(c1cc(F)ccc1F)C1CCCN(Cc2cccc(Cl)c2)C1 (stereo unspecified) | -9 | 1 | -12 | 11 | 0.6 | 31 | -9 | 1.0 | -0.7
CCn1c(O)c(C=NCCN2CCOCC2)c(=O)n(CC)c1=S | -8 | 0 | -11 | 29 | 0.1 | 2 | -14 | -1.8 | 0.8
CCOc1ccc(N=C2SCCCN2C)cc1 | 3 | 8 | · | 12 | 1.1 | 12 | -63 | -0.6 | 1.6
CC(C)N1CCC2(CC1)NC(CO)(CO)CO2 | -9 | 2 | -20 | -14 | 0.7 | 2 | -13 | -2.8 | 1.8
COc1cccc(-n2c(C)nc3ccccc3c2=O)c1 | -11 | -3 | -3 | -15 | 0.5 | 18 | -12 | -1.5 | 0.3
O=C1/C(=C\c2cc3c(cc2Br)OCO3)N2CCC1CC2 | -6 | -29 | 10 | 22 | 0.4 | 26 | -10 | 6.2 | 2.2
CC1CN=C(NCCc2ccccc2)S1 (stereo unspecified) | -7 | -4 | -13 | 14 | 0.8 | 13 | 6 | 0.3 | 0.7
COc1ccc2c(c1)NP(=S)(Oc1ccccc1)N2 (stereo unspecified) | 4 | -6 | 1 | -19 | 0.3 | 3 | 9 | 6.6 | -1.6
CN1C(=O)/C(=C\c2ccc(N3CCCCC3)o2)C(=O)NC1=S | -187 | -83 | -5 | -12 | 1.7 | 29 | -267 | -7.8 | 1.4
Cc1ccc(O)c(C(=O)c2cc(C(=O)NCc3ccccc3)c(=O)n(Cc3ccccc3)c2)c1 | -66 | -6 | 0 | 20 | -0.2 | 10 | -39 | -1.0 | 0.4
FC(F)(F)/C(=N\P(=S)(N1CCOCC1)N1CCOCC1)N1CCOCC1 | -16 | -2 | -6 | 16 | 1.3 | 9 | -1 | 0.2 | 2.6
Cc1cccc(CNCCc2ccccc2)n1 | 0 | -1 | -20 | 26 | 0.0 | 10 | 8 | 0.8 | 1.1
CCc1ccc(OCC(=O)N2CCN(Cc3ccc4c(c3)OCO4)CC2)cc1 | -9 | 1 | -4 | 9 | 0.5 | 3 | -1 | 0.3 | 2.5
CCCNC(=O)c1c(N)n(Cc2ccc3c(c2)OCO3)c2nc3ccccc3nc12 | -14 | 20 | -6 | 75* | 0.1 | 14 | -13 | -1.4 | 1.4
C=CCN1C(=O)NC(=O)/C(=C/c2ccc(OC)c(COc3ccc(NC(C)=O)cc3)c2)C1=O | 6 | 3 | -12 | 5 | 0.6 | 0 | -12 | -7.4 | 1.3
NC(=O)c1ccc(C(=O)Nc2ccc([As](=O)(O)O)cc2)cc1 | 0 | 2 | -7 | -7 | 0.2 | -6 | 3 | 2.3 | -0.5
CCCC/C(=N\O)c1c[nH]c2ccccc12 | 2 | -1 | 1 | 8 | -0.1 | -36 | -2 | -0.7 | -0.8
CCOc1ccccc1-n1c(O)c(C=NCCCn2ccnc2)c(=O)[nH]c1=O | -22 | 1 | -10 | -9 | 1.2 | 2 | -25 | 5.8 | 0.9
COc1ccccc1-n1c(Cc2ccccc2)nc2ccccc2c1=O | -2 | 1 | 0 | 17 | 0.1 | 15 | -23 | -0.5 | -1.1
CCOc1ccc(Cl)cc1CNCCc1ccc(F)cc1 | -6 | 1 | -11 | 20 | 0.9 | 21 | -6 | 5.5 | 0.2
Cn1c(O)c(C=Nc2ccccc2-c2ccccc2)c(=O)n(C)c1=O | 5 | 1 | -5 | -6 | 0.4 | -18 | -9 | -1.2 | 1.6
Cc1nn(C)c(C)c1/C=C1/CC2C3CC=C4CC(O)CCC4(C)C3CCC2(C)C1=O (stereo unspecified) | -6 | 0 | -2 | 27 | -0.6 | 5 | -17 | -0.3 | 0.8
N/C(=N\[N+](=O)[O-])N/N=C/c1ccc(O)cc1 | -17 | 4 | -18 | 23 | -0.7 | 16 | -6 | -2.2 | 2.6
CN1CCN(/N=C/c2c(O)n(Cc3ccc(F)cc3)c(=O)[nH]c2=O)CC1 | -7 | 1 | -1 | -1 | 0.8 | -12 | -10 | -0.2 | 0.9
OCCN1C2CCC1CC(O)(c1ccc(F)cc1)C2 (stereo unspecified) | 2 | 0 | -3 | -1 | 0.9 | 2 | -12 | 0.0 | -0.2
O=c1[nH]c2ccccc2o1 | 4 | -5 | 20 | -5 | -0.3 | 12 | -15 | -0.6 | -0.1
O=C(O)CCn1cc(C=C2C(=O)NC(=O)NC2=O)c(-c2cc3ccccc3oc2=O)n1 | -11 | 7 | -10 | 4 | 0.8 | 27 | 0 | -1.0 | -0.8
O=C(Cc1ccccc1)OCn1nnc2ccccc2c1=O | 6 | -1 | -3 | -14 | 0.9 | 13 | -15 | -0.5 | -0.8
CCCc1nnc(NC(=O)CCC(=O)N2CCN(CCOC(c3ccccc3)c3ccccc3)CC2)s1 | -7 | -9 | -7 | 32 | -1.0 | 29 | -2 | 1.2 | -3.3
CN1CCN(c2cc(N3CCNCC3)ccc2[N+](=O)[O-])CC1 | -4 | -2 | 0 | 0 | 0.4 | 4 | -15 | 4.2 | 0.6
COc1ccc(N2C(=O)NC(=O)/C(=C/c3cccc(OC(=O)c4cccs4)c3)C2=O)cc1Cl | -5 | -7 | -6 | 1 | 0.1 | 32 | -2 | 1.9 | -1.6
CCOC(=O)c1c(NC(NC(=O)CF)C(Cl)(Cl)Cl)sc2c1CCCC2 (stereo unspecified) | -2 | 5 | -15 | 74* | 0.0 | 5 | 7 | 0.5 | -1.1
Cc1cccc(-n2c(C)nc3ccccc3c2=O)c1C | 0 | 2 | 10 | 22 | 0.9 | 6 | -7 | -0.3 | 0.8
